TROY signal inh = inhibitors of TROY-dependent NF-kB signaling; Q293 LMP1-TROYcd NF-kB luciferase reporter, 4 h; inhibition, % at 10 µM; actives 0.98% (n = 360,000);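 active means compounds whose plate-normalised and pattern-corrected inhibition of the luciferase reporter signal at the single screening dose is 50% or more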
SRC1 inh = inhibits human SRC1 coactivator; actives 0.12% (n = 360,000); Q15788; inhibition, % at 3.6 µM; HEK293 GAL4-SRC1 luciferase reporter, luminescence;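 active means inhibition above the campaign mean plus 3 SD, with each screening campaign given its own cutoff, cut at about 60% in these data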;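 further: 0% = DMSO treated cells and 100% = gossypol at 36 µM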
SRC3 inh = human NCOA3 inhibition; Q9Y6Q9; HEK293 GAL4-SRC3 luciferase reporter, luminescence; inhibition, % at 3.6 µM; actives 0.17% (n = 360,000);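 active means inhibition above a per-campaign cutoff, the mean of all compounds plus 3 SD, cut at about 60% in these data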;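 further: 0% = DMSO-treated cells and 100% = gossypol-treated cells at 36 µM; higher means less SRC3-driven luciferase light from the GAL4 reporter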
NR2F2 inh = blocks human COUP-TFII nuclear receptor. HEK293T NGFI-A luciferase reporter, luminescence. P24468. AID 686940. actives 0.7% (n = 370,000). inhibition, % at 8.6 µM;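 active means inhibition above a per-plate cutoff, mean inhibition of test wells between control levels plus 3 SD, cut at about 38% in these data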;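 further: cells cotransfected with COUP-TFII expression vector driving the NGFI-A reporter; 0% = median of COUP-TF2 test wells and 100% = reporter-only cells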
Target sequence (P24468 whole entry, looked up): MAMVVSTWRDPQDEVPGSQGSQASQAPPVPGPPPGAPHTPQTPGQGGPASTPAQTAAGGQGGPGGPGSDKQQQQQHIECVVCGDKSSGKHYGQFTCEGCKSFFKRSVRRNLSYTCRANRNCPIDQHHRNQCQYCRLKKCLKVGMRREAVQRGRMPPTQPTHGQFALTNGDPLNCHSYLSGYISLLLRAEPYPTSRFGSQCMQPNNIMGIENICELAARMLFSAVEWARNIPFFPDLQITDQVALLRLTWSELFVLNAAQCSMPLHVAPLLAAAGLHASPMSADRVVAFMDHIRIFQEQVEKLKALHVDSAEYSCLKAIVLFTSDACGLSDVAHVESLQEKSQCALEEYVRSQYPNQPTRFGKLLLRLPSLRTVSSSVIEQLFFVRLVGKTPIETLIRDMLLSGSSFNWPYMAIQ
SRC2 inh = inhibits human steroid receptor coactivator 2. AID 651957. HEK293 GAL4-SRC2 luciferase reporter, luminescence. Q15596. inhibition, % at 9 µM. actives 0.17% (n = 370,000);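 active means inhibition above the mean inhibition of all tested compounds plus 3 SD, set per campaign, cut at about 52% in these data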;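 further: 0% = DMSO treated cells and 100% = cells given Gossypol at 36 µM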
C8 TRAIL sens = caspase-8 TRAIL sensitization | NB7+C8 cells + TRAIL, ATPlite viability luminescence | inhibition (viability loss, TRAIL sensitization), % at 10 µM | actives 1% (n = 360,000);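 active means compounds causing at least 50% loss of cell viability in the single-dose screen, relative to plate controls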
TWEAK-Fn14 inh = TWEAK-Fn14 signaling inhibition | TWEAK-stimulated Fn14 reporter cells, luciferase luminescence, 8 h | AID 1159606 | inhibition, % at 10 µM | actives 2% (n = 360,000); in the data active means inhibition above about 50%
LRH-1 inv ag = suppresses constitutive activity of human LRH-1. O00482. HEK293T StAR-luciferase reporter, LRH-1 transfected, 24 h. inhibition, % at 3.6 µM. actives 0.13% (n = 360,000);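 active means inhibition above the mean inhibition of all tested compounds plus 3 SD, cut at about 73% in these data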;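 further: 0% = DMSO wells and 100% = reporter-only cells lacking LRH-1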
Target sequence (O00482 whole entry, looked up): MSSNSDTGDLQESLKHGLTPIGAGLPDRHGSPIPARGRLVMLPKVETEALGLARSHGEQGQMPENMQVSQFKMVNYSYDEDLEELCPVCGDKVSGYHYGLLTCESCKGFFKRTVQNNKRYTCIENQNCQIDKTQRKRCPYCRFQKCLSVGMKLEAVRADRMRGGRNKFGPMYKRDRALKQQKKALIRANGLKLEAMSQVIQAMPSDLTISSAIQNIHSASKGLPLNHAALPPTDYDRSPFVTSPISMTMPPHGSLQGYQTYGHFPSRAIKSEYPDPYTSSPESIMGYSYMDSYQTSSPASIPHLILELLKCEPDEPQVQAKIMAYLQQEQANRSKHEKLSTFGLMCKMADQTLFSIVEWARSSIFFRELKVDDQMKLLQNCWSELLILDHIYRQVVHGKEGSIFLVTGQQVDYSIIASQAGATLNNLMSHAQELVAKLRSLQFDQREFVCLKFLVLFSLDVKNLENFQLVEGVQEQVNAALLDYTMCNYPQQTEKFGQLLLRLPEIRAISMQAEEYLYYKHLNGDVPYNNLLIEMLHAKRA
CF NFkB block = blocks PAF-induced NF-kB reporter in cystic fibrosis cells | inhibition, % at 5 µM | AID 588850 | KKLEB NF-kB-GFP reporter, GFP fluorescence overnight | actives 0.86% (n = 360,000);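 active means at least 50% inhibition at 5 µM, scaled per plate between neutral and stimulator controls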;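 further: PAF is a Pseudomonas aeruginosa culture filtrate used as stimulus; plate controls were PAF-stimulated DMSO wells for no effect and unstimulated DMSO wells for full effect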
LMP1 NFkB inh = reduces LMP1-driven NF-kappaB luciferase signal. AID 504558. inhibition, % at 12.5 µM. actives 0.69% (n = 350,000). LMP1-induced NF-kappaB luciferase reporter cells, luminescence; in the data active means inhibition above about 41%;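 further: 0% = neutral control wells and 100% = reference inhibitor control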
KKLEB tox = counter-screen for CF NF-kB inhibitors: cytotoxicity. KKLEB CF airway cells viability, ATPlite luminescence, overnight; stronger effect = lower value; cells stimulated with P. aeruginosa culture filtrate. activity change (cytotoxicity), % at 5 µM. actives 0.36% (n = 360,000). AID 602141;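 active means corrected activity change at or below -50% at 5 µM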
An asterisk follows results filed as active; . = no result given.

structure,TROY signal inh,SRC1 inh,SRC3 inh,NR2F2 inh,SRC2 inh,C8 TRAIL sens,TWEAK-Fn14 inh,LRH-1 inv ag,CF NFkB block,LMP1 NFkB inh,KKLEB tox
CCOC(=O)c1[nH]c2c(c1C)C(=O)CC(c1ccc(OCC)c(OC)c1)C2 (stereo not drawn),24,3,13,6,9,-4,-5,16,13,15,0
CCOc1ncnc2c1[nH]c1ccccc12,2,-48,5,17,-10,1,-7,-25,-7,4,-8
C[C@@H]1CN([C@@H](C)CO)C(=O)CCCn2nncc2CO[C@H]1CN(C)Cc1ccc(Cl)c(Cl)c1,-11,5,-11,-25,13,1,11,-35,-12,-4,-5
Cc1ccc2[nH]c(=O)c(CN(C)S(=O)(=O)c3cccc4nonc34)cc2c1,10,-6,6,-2,-45,-14,6,-2,-17,-1,14
O=C(COc1ccc(F)cc1)Nc1nc(-c2ccccn2)cs1,-13,1,7,7,-2,16,-6,15,-1,18,-6
Cn1c(/C=C/c2ccc(Cl)cc2Cl)c([N+](=O)[O-])c(=O)n(C)c1=O,9,46,75*,-18,-19,0,73*,6,32,-30,22
COc1ccc2c(c1)S(=O)(=O)c1ccccc1N2,15,13,1,-1,33,-13,1,-23,16,-6,-7
COc1cccc(-c2nc(NCc3cccnc3)c3ccccc3n2)c1O,-49,-24,-50,9,-26,39,-23,3,-26,-27,-8
CCc1ccc(-n2nnnc2SCC(=O)NNC(=O)c2ccco2)cc1,0,7,1,-5,4,-22,13,18,-6,1,4
Cc1ccc(C)c(Nc2nc(-c3cccnc3)cs2)c1,-23,-9,-9,3,2,0,6,-9,32,10,-7
O=C(Nc1ccc(S(=O)(=O)N2CCCC2)cc1)c1ccc(CN2CCc3ccccc3C2)cc1,33,32,53,77*,10,23,68*,60,15,18,-13
OCCN(CC(O)COc1ccccc1)CC(O)Cn1ccc2ccccc21 (stereo not drawn),15,-9,10,3,-4,8,1,16,2,-5,-1
O=C(Nc1ccccc1)N1CCC(C(=O)N2CCN(S(=O)(=O)c3cccc(F)c3)CC2)CC1,-2,-51,-8,6,-44,2,2,-14,-2,3,-5
O=C(COc1ccccc1F)N1c2ccccc2CCc2ccccc21,11,-24,17,7,-2,-9,18,-8,12,-18,7
COc1ccc(OC)c(NC(=O)CCNS(=O)(=O)c2ccc3c(c2)CC(C)N3C(C)=O)c1 (stereo not drawn),0,1,-9,1,-3,-18,-28,-4,-17,2,5
O=S1(=O)NC(=NCCc2ccccn2)c2ccccc21,-6,-10,17,5,-8,-2,-2,6,5,0,-9
COc1ccc(Nc2cc(C)nc(N3CCN(C(=O)c4ccc5c(c4)OCO5)CC3)n2)cc1,-5,-9,8,-12,-51,15,-9,-1,20,-6,-8
CC1CCN(S(=O)(=O)c2nnc(NC(=O)c3cccc([N+](=O)[O-])c3)s2)CC1,-3,14,15,.,.,28,-20,4,-2,-2,22
CCOC(=O)CSc1nc2ccccc2n1CC(=O)N1CCN(c2ccccc2)CC1,18,4,17,.,.,10,18,14,5,2,7
Cc1ccc(NC(=S)N2CCCCC2)cc1C,35,-9,-19,-28,-1,-3,9,-10,-6,-3,-7
NS(=O)(=O)c1ccc(CNC(=O)/C=C/c2ccco2)cc1,-7,2,-19,-9,-41,-8,3,-18,3,-25,2
NC(=O)c1ccccc1OCC(=O)c1ccc(Cl)cc1,-14,7,5,-12,-28,-3,3,-2,6,-3,8
CCOC(=O)C1(CCOc2ccccc2)CCN(Cc2ccc3c(c2)OCCO3)CC1,8,-14,21,11,26,9,-10,7,-3,4,0
Cc1ccc(C(=O)COC(=O)c2cnccn2)cc1,-34,-6,4,6,-21,0,-10,9,-8,-5,7
COc1ccc(CCNCC(=O)Nc2ccc(OC(F)(F)F)cc2)cc1OC,4,8,-12,12,-16,4,10,-4,-7,-2,-9
O=C1Nc2ccccc2C1(O)c1ccccc1 (stereo not drawn),25,11,11,-3,-6,2,2,-27,-4,5,11
Cc1ccc(N(Cc2ccccc2F)S(C)(=O)=O)cc1C,28,1,10,6,5,3,-22,-2,-43,-1,-3
CCOC(=O)N1CC=C2C(C#N)=C(N)C(C#N)(C#N)[C@H](c3ccsc3)[C@H]2C1,13,-12,17,-11,19,-10,29,12,2,1,4
CC(C)CNC(=O)C1CCCN(S(=O)(=O)c2ccc(-n3cnnn3)cc2)C1 (stereo not drawn),-15,5,29,2,5,-11,-3,5,-6,6,7
CCc1nc2ccc(C(=O)NCc3ccc(OC)cc3)cn2c1N(C)C(=O)Cc1ccccc1,-1,0,-6,-16,-20,7,4,4,3,.,-7
N#Cc1c(-c2ccccc2Cl)noc1/C=C/Nc1ccc(C(=O)O)cc1,7,-11,-15,-2,7,2,-15,-6,38,-4,-13
CN(C)c1ccc(S(=O)(=O)NCC(=O)NCCC2=CCCCC2)cc1[N+](=O)[O-],-10,-3,-3,-11,18,-5,1,-2,18,1,6
CC1NC2(C(=O)N(Cc3ccccc3)c3ccccc32)C2C(=O)N(c3ccccc3)C(=O)C12 (stereo not drawn),-1,-7,-21,3,-12,-10,-4,10,-13,-5,-2
CN1CCN(CC(=O)c2ccccc2F)CC1,18,0,11,15,-23,-11,25,-1,4,6,6
CN(C)CCNS(=O)(=O)c1ccc2c3c(cccc13)C(=O)N2,-3,16,-4,-2,-21,-3,0,-4,0,0,3
O=C(Nc1cn(-c2ccccc2)nc1-c1cccs1)c1ccco1,-42,-35,-12,-9,-17,-2,-21,-19,-6,2,2
CCOC(=O)CC(NC(=O)c1cc2cc(Cl)cc(Cl)c2oc1=O)c1cccc([N+](=O)[O-])c1 (stereo not drawn),-12,6,8,3,11,19,7,2,14,4,-10
O=C(Nc1c2c(nn1-c1ccccc1)CS(=O)C2)c1ccc2c(c1)OCO2 (stereo not drawn),2,8,7,7,-4,-15,-13,-2,4,-4,10
CCc1nnc(SCC(=O)N2CCCC(N3CCN(c4ccccc4C)CC3)C2)o1 (stereo not drawn),-3,-5,-1,20,4,-18,-19,29,-3,4,6
Cc1ccc(NS(=O)(=O)c2ccc(-c3ccc(=O)[nH]n3)o2)c(C)c1,-3,3,-2,4,4,-10,1,19,-33,-10,6
CC(=O)N1CCOc2ccc(S(=O)(=O)N3CCCCC3)cc21,-3,-10,-2,8,-6,-32,21,-9,11,3,-11
COc1ccc(-c2nc3ccncc3[nH]2)cc1OC,-1,-19,-16,-3,-25,20,-8,7,8,-2,-6
Cc1ccc(NC(=O)CN(C)C(=O)Cn2cc(C(F)(F)F)cc(Cl)c2=O)cc1,-1,3,2,-12,-26,-9,6,5,1,3,4
COc1ccccc1N1CCN(C2CCN(C(=O)COc3ccccc3)CC2)CC1,-7,-64,13,8,5,0,-5,5,0,-1,-15
COc1cccc(C(=O)Cn2c(NCCO)nc3ccccc32)c1,-9,-6,6,8,6,1,1,-15,-7,-5,-15
O=C(c1cccnc1)N1CCN(C/C=C/c2ccccc2)CC1,4,7,6,-9,-32,2,-10,24,8,-11,7
CCc1noc(C)c1C(=O)NCCc1ccccc1,-57,-89,-73,-28,-36,-9,-5,-33,24,-21,-19
CCCCOCCCNC(=O)C[C@@H]1C[C@@]2(C(=O)OCC)CCC=C2N(Cc2ccccc2)C1=O,-18,.,.,-6,-25,-6,1,12,.,.,.
COc1cc(/C=N/Nc2nncc3ccccc23)cc(OC)c1OC,-23,-66,-75,-49,-93,31,-31,-103,7,-19,-2
CCC(C)SCC(=O)Nc1ccc(S(=O)(=O)N2CCOCC2)cc1OC (stereo not drawn),-7,2,10,7,-6,-11,3,-6,-16,-4,15

Remaining list, next part:
structure,TROY signal inh,SRC1 inh,SRC3 inh,NR2F2 inh,SRC2 inh,C8 TRAIL sens,TWEAK-Fn14 inh,LRH-1 inv ag,CF NFkB block,LMP1 NFkB inh,KKLEB tox
CC[C@]12c3[nH]c4cc(CCC(=O)N(C)C)ccc4c3CCN1C(=O)[C@@H](CC(=O)NCCCN(C)C)C[C@@H]2C(=O)N1CCN(C(=O)C2CC2)CC1,-6,12,12,12,-5,-3,16,9,17,-9,12
CN1C(=O)CS(=O)c2ccc(C(=O)NC3CC3)cc21 (stereo not drawn),-3,-9,14,3,5,-1,7,10,5,0,14
COc1ccc2sc(-c3ccc(N(C)C)cc3)c(C#CC(C)(C)O)c2c1,7,-14,-8,-19,1,18,-3,6,2,-42,1
CN(C)c1ccc(C=C2C(=O)OC3(CCCC3)OC2=O)cc1,-9,-16,-2,-3,-22,-2,-4,-16,-9,-1,16
CC1=CC(c2ccc(Cl)cc2)n2nc(NC(=O)c3ccccc3)nc2N1 (stereo not drawn),-42,-8,21,-7,-18,-17,-37,3,-8,9,-4
CCOC(=O)C1CCN(C(=O)CN(c2cc(OC)ccc2OC)S(=O)(=O)c2ccccc2)CC1,23,-5,2,6,10,-17,-15,10,-12,-1,-11
O=c1ccc2cc3c([nH]c4ccc(Br)cc43)oc-2c1O,11,-13,17,11,-36,5,27,8,-8,5,-3
COc1ccc(NS(=O)(=O)c2ccc(O)c(NS(=O)(=O)c3ccc(NC(C)=O)cc3)c2)cc1,6,-7,18,-13,19,-3,10,-16,-5,1,5
CCN(C(=O)COC(=O)c1ccccc1O)c1cccc2ccccc12,7,2,-1,-2,-11,-28,7,-12,16,1,6
Cc1ccc(-c2[nH]nc(N)c2N=Nc2cccc(Cl)c2C)cc1,-1,8,13,-1,2,31,23,7,-8,-13,-24
CC1CCN(c2ccc3c(c2)S(=O)(=O)c2ccccc2C3=O)CC1,-11,-113,-108,-35,-80,21,-2,-185,11,-33,-24
O=C(NCc1ccco1)C(=O)NCC1OCCN1S(=O)(=O)c1ccc(Cl)cc1 (stereo not drawn),-10,9,10,-20,-15,10,7,-7,-29,-5,5
CCCCCOC(=O)CSc1nnc(-c2cc(OC)c(OC)c(OC)c2)o1,-2,7,6,-2,-10,-12,-6,5,1,-30,5
CN(c1ccccc1)c1ccc(/C=C(/CCC(=O)O)c2nc3ccccc3s2)cc1[N+](=O)[O-],57*,-15,4,13,0,-4,42,-23,35,5,-17
CCN1CCCC1CNC(=O)C(=O)Nc1ccccc1 (stereo not drawn),-55,-28,-46,-32,-63,13,-8,-57,-8,-10,-2
CCN1C(=O)c2ccccc2S(=O)c2ccc(C(=O)NC3CC3)cc21 (stereo not drawn),0,-11,4,7,-3,-5,-2,9,2,-12,0
COC(=O)[C@]1(C)N[C@H](CN(C)C(=O)c2ccc(C)cc2)[C@@H]2C(=O)N(C)C(=O)[C@@H]21,-10,0,-7,-7,13,4,10,-9,-7,-10,5
CCCCCC(=O)N1C[C@H](O)[C@@H](n2cc(C3CC3)nn2)C[C@@H]1c1ccc(OC)cc1,11,10,20,1,-27,15,-3,-3,5,-6,8

Screening data: PubChem, several laboratories
